# GPR151 ag = activators of human GPR151, primary screen, cell-based, PathHunter beta-arrestin, luminescence. 650,000 compounds, 1% hits. G-protein coupled receptor 151 (Homo sapiens), Q8TDV0. AID 1508602, 2020. activation, % at 11.2 µM. PathHunter beta-arrestin GPR151 cells; in the data active = activation above about 4.9%;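 note: 0% = median of compound wells and 100% = cells with positive control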
# Target sequence (Q8TDV0 whole entry, looked up): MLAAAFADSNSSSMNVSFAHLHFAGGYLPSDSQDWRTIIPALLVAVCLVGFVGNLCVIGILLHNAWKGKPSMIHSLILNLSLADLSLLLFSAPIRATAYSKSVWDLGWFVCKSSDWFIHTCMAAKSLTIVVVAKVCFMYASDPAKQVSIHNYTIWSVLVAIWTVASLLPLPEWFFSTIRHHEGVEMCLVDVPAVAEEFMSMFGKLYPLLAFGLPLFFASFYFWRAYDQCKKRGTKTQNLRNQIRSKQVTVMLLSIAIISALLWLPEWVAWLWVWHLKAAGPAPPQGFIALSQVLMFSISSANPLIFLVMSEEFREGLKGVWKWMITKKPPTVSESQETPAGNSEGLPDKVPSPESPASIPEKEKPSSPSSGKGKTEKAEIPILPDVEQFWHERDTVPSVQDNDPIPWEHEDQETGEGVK
# MITF primary = MITF inhibitors, primary screen, biochemical, AlphaScreen, human; inhibition, % at 2.6 µM; Microphthalmia-associated transcription factor (Homo sapiens), O75030; AID 1259374, 2018; 650,000 compounds, 0.91% hits; AlphaScreen MITF homodimerization, bead proximity signal; in the data active = inhibition above about 50%;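 note: 0% = vehicle wells with protein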
# Target sequence (O75030 whole entry, looked up): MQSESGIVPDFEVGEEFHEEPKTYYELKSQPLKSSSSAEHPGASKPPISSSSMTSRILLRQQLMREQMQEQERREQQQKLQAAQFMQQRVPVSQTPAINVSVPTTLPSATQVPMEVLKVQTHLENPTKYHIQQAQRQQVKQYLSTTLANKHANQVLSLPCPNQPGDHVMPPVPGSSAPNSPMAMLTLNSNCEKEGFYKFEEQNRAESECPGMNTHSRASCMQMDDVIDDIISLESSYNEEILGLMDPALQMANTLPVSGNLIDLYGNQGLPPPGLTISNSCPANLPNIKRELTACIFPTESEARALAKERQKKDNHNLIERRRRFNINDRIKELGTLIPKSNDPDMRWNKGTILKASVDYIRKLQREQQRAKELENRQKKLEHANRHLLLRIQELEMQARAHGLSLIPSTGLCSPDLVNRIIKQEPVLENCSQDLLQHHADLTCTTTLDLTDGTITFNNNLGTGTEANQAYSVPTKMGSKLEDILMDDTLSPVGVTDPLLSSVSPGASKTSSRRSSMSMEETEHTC
# FBW7 act = FBW7 E3 ligase activators, primary screen, biochemical, AlphaScreen, human; F-box/WD repeat-containing protein 7 (Homo sapiens), Q969H0; AlphaScreen FBW7–phospho-cyclin E peptide binding, activator screen; normalized activity (activation), % at 26.1 µM; 650,000 compounds, 0.13% hits; AID 1259310, 2017; in the data active = normalized activity above about 1.9%;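 note: purified mutant Fbw7 with reduced substrate affinity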
# TEAD-YAP inh = TEAD-YAP interaction inhibition, primary screen, TEAD-YAP interaction inhibitor project, luminescence, HEK-TIYL cells. TEAD-Gal4/YAP UAS-luciferase luminescence. inhibition, % at 9.12 µM. 640,000 compounds, 1.4% hits; in the data active = inhibition above about 32%;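 note: 0% = median of test compound wells and 100% = reference inhibitor wells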
# Starred values were filed as active, the others as inactive.
# Labels used below: A = GPR151 ag; B = MITF primary; C = FBW7 act; D = TEAD-YAP inh
(1) Cc1ccc(C(=O)NCC(c2ccc3c(c2)CCN3C)N2CCCC2)cc1C (configuration not stated)
  A: -0.1	B: 9	C: -0.1	D: 3

(2) O=C1c2ccc([N+](=O)[O-])cc2C(=O)N1c1ccccc1-c1ccccc1
  A: 0.1	B: 17	C: 0.0	D: -3

(3) CCOC(=O)c1cnc2c(ccc3ccccc32)c1NCc1ccco1
  A: 5.8*	B: -1	C: 0.9	D: -6

(4) COc1ccccc1NC(=O)N1CCCC1C(=O)Nc1ccc2c(c1)OCCO2 (configuration not stated)
  A: -1.4	B: -7	C: 0.5	D: -3

(5) O=C(Cc1ccccc1)Nc1nonc1NC(=O)c1ccccc1
  A: 0.4	B: -1	C: 0.0	D: -13

(6) O=C(CC1C(=O)NCCN1Cc1ccc(-c2ccccc2)cc1)NCCc1ccccn1 (configuration not stated)
  A: -0.4	B: -1	C: -0.1	D: -4

(7) Cc1noc(C)c1-c1nccc(NCCN(C(C)C)C(C)C)n1
  A: -0.5	B: 10	C: 0.1	D: -7

(8) CCNC(=O)CN(c1ccc(Cl)c(Cl)c1)S(C)(=O)=O
  A: 0.4	B: 16	C: 0.3	D: 2

(9) COc1ccc(CCNC(=O)CSc2nc3cc4c(cc3c(=O)n2CCC2=CCCCC2)OCO4)cc1OC
  A: 2.1	B: 2	C: -0.1	D: 18

(10) COc1cccc(N2C[C@@H]3C[C@@H](c4sccc4C)N4CCC[C@@]34C2=O)c1
  A: 1.0	B: 0	C: 0.1	D: 3

(11) COc1cc2nc(-c3csc4ccccc34)nc(Nc3ccc(Oc4ccccc4)cc3)c2cc1OC
  A: 0.7	B: -13	C: 0.2	D: -1

(12) Cc1ccc(N2COc3ccc4ccccc4c3C2)cc1
  A: 0.0	B: -8	C: -0.2	D: 5

(13) CCC(C)NC(=O)C1=C(C)C(=O)OC12CCCCCC2 (configuration not stated)
  A: -1.3	B: 15	C: 0.4	D: 8

(14) Cc1ccnc(N2CCC(C(=O)NNC(=O)COc3cccc4ccccc34)CC2)n1
  A: -0.8	B: -1	C: 0.0	D: 1

(15) CCOc1ccc(/C=C/C(=O)Nc2nccs2)cc1OC
  A: 0.1	B: -10	C: -0.1	D: -23

# Just GPR151 ag, for 2 of the compounds above:
entry | molecule | GPR151 ag
14 | Cc1ccnc(N2CCC(C(=O)NNC(=O)COc3cccc4ccccc34)CC2)n1 | -0.8
15 | CCOc1ccc(/C=C/C(=O)Nc2nccs2)cc1OC | 0.1

# Next section:
# Labels used below: A = GPR151 ag; B = MITF primary; C = FBW7 act; D = TEAD-YAP inh
(16) CCOC(=O)c1nnn(-c2nn3nnnc3c3ccccc23)c1C
  A: -0.5	B: -13	C: -0.2	D: 11

(17) Cc1cc2c(cc1S(=O)(=O)C(C)CC(=O)NCc1ccco1)OCC(=O)N2 (configuration not stated)
  A: 2.5	B: 4	C: -0.1	D: 3

(18) Oc1ccc(Cl)cc1C1=NCCNC(C(F)(F)F)=C1
  A: -0.7	B: 8	C: -0.3	D: 7

(19) CCOC(=O)CC1CCCCN1Cc1nc(NCc2ccc(C)o2)c2ccccc2n1 (configuration not stated)
  A: -0.7	B: 7	C: -0.2	D: 8

(20) O=C(Nc1ccc2c(c1)C(=O)NC2=O)c1ccc(Cc2ccccc2)cc1
  A: 0.4	B: 12	C: 0.1	D: 10

(21) COc1ccc(/C=C(/C(=O)N2CCOCC2)c2ccccc2)cc1
  A: -0.3	B: -3	C: 0.1	D: -3

(22) CCC(=O)N1N=C(c2cccs2)CC1c1cccc(OC)c1O (configuration not stated)
  A: 1.4	B: 0	C: -0.2	D: -16

(23) CC1CC(NC(=O)c2cncc(Br)c2)CC(C)(C)C1 (configuration not stated)
  A: 1.2	B: -5	C: 0.0	D: 3

(24) CCOc1ccc(NC(=O)Nc2ccc(Cl)cc2)cc1
  A: 0.0	B: 0	C: -0.1	D: -21

(25) CCc1nnc(NC(=O)COn2nnc3ccc([N+](=O)[O-])cc32)s1
  A: 0.4	B: 6	C: -0.2	D: 5

(26) N#C/C(=C(/O)c1cccc(C#N)c1)c1nnc(N2CCOCC2)n1-c1ccccc1
  A: 0.5	B: 7	C: 0.0	D: 1

(27) COC(=O)C1=C(C)Nc2c(c(=O)n(C)c(=O)n2C)C1c1ccc(F)cc1 (configuration not stated)
  A: 0.4	B: 7	C: 0.1	D: 6

(28) c1cncc(CSc2nnnn2-c2ccc3c(c2)OCO3)c1
  A: -0.8	B: 10	C: 0.4	D: -11

(29) O=C(Nc1nnc(S(=O)(=O)N2CCCCC2)s1)c1cccc2ccccc12
  A: 1.6	B: -9	C: 0.0	D: 1

(30) O=C(Cc1n[nH]c(=O)c2ccccc12)N1CCC(c2[nH]ncc2-c2ccncc2)CC1
  A: 1.2	B: -4	C: 0.0	D: 1

(31) O=C1OC2C=CC=CC2C(O)=C1Sc1ccc([N+](=O)[O-])cc1 (configuration not stated)
  A: 1.7	B: 1	C: 0.0	D: 2

(32) O=C(N=Nc1c(O)[nH]c(=O)[nH]c1=O)c1cccc(F)c1
  A: 0.0	B: 16	C: -0.2	D: -2

(33) CCOC(=O)C(C)(C)Sc1nc(-c2ccc(F)cc2)nc2c1c(=O)n(C)c(=O)n2C
  A: 2.5	B: -2	C: -0.1	D: 8

(34) CC(=O)c1ccc(NC(=O)COC(=O)C2CCCCC2)cc1
  A: 2.0	B: 13	C: 0.1	D: 14

(35) CCOC(=O)c1ccc(CN(Cc2ccc(C)cc2)S(=O)(=O)c2ccc([N+](=O)[O-])cc2)cc1
  A: 0.2	B: 8	C: 0.0	D: 7

(36) COC(=O)c1cc(Cl)c(NC(=O)/C=C/c2ccc(Cl)cc2Cl)cc1OC
  A: 0.9	B: 5	C: 0.5	D: 13

(37) CCN(CC)C(=O)C(=O)Nc1ccc(C)c(Cl)c1
  A: 3.3	B: 1	C: -0.1	D: -30

(38) Cc1cc(C)c2c(=O)[nH]sc2n1
  A: 1.9	B: 5	C: -0.1	D: 4

(39) O=[N+]([O-])c1ccc2nc(-c3cccnc3)[nH]c2c1
  A: -8.0	B: -7	C: 0.3	D: -37

(40) COc1ccc(CNCC2CN(CC(C)C)CCO2)cc1 (configuration not stated)
  A: 0.4	B: 54*	C: 0.2	D: 2

(41) COc1ccc(C(=O)Nc2c3c(nn2C(C)(C)C)CSC3)cc1
  A: 0.6	B: 12	C: 0.0	D: 7

(42) O=C(CCCCCn1c(SCC(=O)c2ccc(F)cc2)nc2ccsc2c1=O)NCCc1ccccc1
  A: -0.1	B: 0	C: -0.1	D: -5

(43) CSc1s[nH]c(=O)c1C(N)=O
  A: -0.2	B: -6	C: 0.3	D: -11

(44) Cc1cc(C)cc(C(=O)N2CC(C)OC(C)C2)c1 (configuration not stated)
  A: -0.3	B: 4	C: -0.1	D: -2

(45) COc1ccccc1N1CCCn2c1nc1c2c(=O)n(Cc2cccc(C)c2)c(=O)n1C
  A: -0.4	B: 3	C: -0.1	D: -12

(46) COc1cc(NC(=O)Cc2cccs2)cc(OC)c1OC
  A: -1.3	B: 4	C: -0.1	D: 7

(47) CCOC(=O)Cn1cc(/C=C2\C(=O)NC(=S)N(CC)C2=O)c2ccccc21
  A: 0.2	B: 5	C: 0.1	D: 1

(48) O=C1N(Cc2cccnc2)CCN1c1ccc2c(c1)CCC2
  A: 0.5	B: 10	C: 0.1	D: -9

(49) COC(=O)c1sc2ccccc2c1NC(=O)c1sc2ccccc2c1Cl
  A: 0.8	B: 3	C: -0.2	D: -4

(50) COc1ccc(CCNC(=O)Nc2ccc3snnc3c2)c(OC)c1
  A: -0.6	B: -5	C: 0.0	D: 0

(51) CCOC(=O)c1cc(C(C)=O)c(C)[nH]c1=S
  A: -0.9	B: -4	C: -0.1	D: -6

(52) COc1ccc(CN[C@@H]2C[C@@H](C(=O)NC(C)C)N(Cc3ccc(Cl)cc3)C2)c(OC)c1
  A: 0.4	B: 4	C: 0.0	D: -8

(53) C/C(=N\NC(=O)c1ccccc1I)c1ccco1
  A: 0.7	B: 5	C: 0.1	D: -1

(54) Cc1ccc2nc(/N=C/c3cc([N+](=O)[O-])cc([N+](=O)[O-])c3O)sc2c1
  A: -3.4	B: 51*	C: 0.3	D: 21

(55) CCOC(=O)c1cnn(-c2ncnc3c2cnn3-c2ccccc2)c1N
  A: 4.3	B: 10	C: 0.0	D: 4

(56) COc1ccc2nc(CN3CCN(C(=O)C4(c5ccccc5)CCOCC4)CC3)[nH]c2c1
  A: 1.4	B: 15	C: 0.0	D: 2

(57) COc1ccc(OC)c(NC(=O)c2c(NC(=O)c3ccccc3F)sc3c2CCCC3)c1
  A: -0.6	B: -3	C: 0.5	D: -2

(58) CCC(=O)N1CCCc2ccc(NC(=O)Nc3ccc4c(c3)OCO4)cc21
  A: 1.6	B: 12	C: -0.4	D: -10

(59) COc1cc(NC(=O)C2CCCN(c3nnc(N4CCCC4=O)s3)C2)cc(OC)c1 (configuration not stated)
  A: -1.0	B: 11	C: -0.2	D: 0

(60) O=C(N/C(=C\c1ccc(-c2ccc(Cl)cc2Cl)o1)C(=O)N1CCCCC1)c1ccccc1
  A: 0.6	B: -1	C: -0.1	D: 2

# Down the list, from the results shown:
# GPR151 ag, nos. 21–27 → -0.3, 1.4, 1.2, 0.0, 0.4, 0.5, 0.4
# MITF primary, nos. 21–27 → -3, 0, -5, 0, 6, 7, 7
# TEAD-YAP inh, nos. 21–27 → -3, -16, 3, -21, 5, 1, 6

# Full records, looked up by structure:
# COc1cc(NC(=O)Cc2cccs2)cc(OC)c1OC reads GPR151 ag = -1.3; MITF primary = 4; FBW7 act = -0.1; TEAD-YAP inh = 7
# CCOC(=O)c1cnn(-c2ncnc3c2cnn3-c2ccccc2)c1N reads GPR151 ag = 4.3; MITF primary = 10; FBW7 act = 0.0; TEAD-YAP inh = 4

# The main list resumes, repeating the 4 entries before the break.
# Labels used below: A = GPR151 ag; B = MITF primary; C = FBW7 act; D = TEAD-YAP inh
(57) COc1ccc(OC)c(NC(=O)c2c(NC(=O)c3ccccc3F)sc3c2CCCC3)c1
  A: -0.6	B: -3	C: 0.5	D: -2

(58) CCC(=O)N1CCCc2ccc(NC(=O)Nc3ccc4c(c3)OCO4)cc21
  A: 1.6	B: 12	C: -0.4	D: -10

(59) COc1cc(NC(=O)C2CCCN(c3nnc(N4CCCC4=O)s3)C2)cc(OC)c1 (configuration not stated)
  A: -1.0	B: 11	C: -0.2	D: 0

(60) O=C(N/C(=C\c1ccc(-c2ccc(Cl)cc2Cl)o1)C(=O)N1CCCCC1)c1ccccc1
  A: 0.6	B: -1	C: -0.1	D: 2

(61) Cc1cccnc1NC(=O)CCc1nc2cccnc2n1Cc1cccs1
  A: -0.8	B: 6	C: 0.7	D: 4

(62) CC12OC(=N)C(C#N)(C1c1ccccc1)C(C#N)(C#N)C(c1ccccc1)O2 (configuration not stated)
  A: 1.1	B: -4	C: 0.0	D: 12

(63) c1coc(CNc2ncnc3c2oc2ccccc23)c1
  A: -0.1	B: 6	C: -0.2	D: 0

(64) CCOC(=O)c1c(-c2ccc(OC)c(OC)c2)csc1NC(=O)CSc1nnc2cc(C)c3ccccc3n12
  A: -0.7	B: -17	C: 0.0	D: -12

(65) Cc1cccc(Nc2nc(-c3ccccc3)nc3ccccc23)c1
  A: 1.0	B: -11	C: 0.1	D: 0

(66) O=C(Oc1ccc(OC(=O)c2ccc3c(c2)C(=O)N(c2ccccn2)C3=O)cc1)c1ccc2c(c1)C(=O)N(c1ccccn1)C2=O
  A: -1.2	B: 2	C: 0.0	D: 4

(67) COc1ccc(-c2cc(C(=O)Nc3nn[nH]n3)c3ccccc3n2)cc1
  A: -1.5	B: 13	C: 0.7	D: -10

(68) CCCCc1ccc(C(=O)Nn2c(-c3cccs3)nc3ccccc3c2=O)cc1
  A: 0.6	B: 16	C: 0.1	D: 2

(69) CC1CCCCC1NC(=O)Cn1c(=O)c2cccn2c2ccccc21 (configuration not stated)
  A: -1.1	B: -14	C: 0.7	D: -2

(70) CCc1ccc(CNC(=O)C(=O)Nc2ccccc2F)cc1
  A: -0.1	B: -5	C: -0.1	D: -2

(71) CC1=C(C(N)=O)C(c2cccc(Cl)c2Cl)NC(=O)N1 (configuration not stated)
  A: 0.0	B: 20	C: 0.1	D: 1

(72) COC(=O)c1ccc(O)c(Sc2cc(C(=O)OC)ccc2O)c1
  A: 0.0	B: 24	C: -0.1	D: 15

(73) Cn1cc(S(=O)(=O)CC(=O)Nc2ccc3c(c2)OCCO3)c2ccccc21
  A: -0.6	B: 1	C: 0.0	D: -3

(74) O=C(NC1CC1)c1ccc2c(c1)N(Cc1cccc(Cl)c1)C(=O)CS2
  A: 1.9	B: -9	C: -0.1	D: 14

(75) COc1ccc(NC(=O)CN2C(=O)NC(CC(C)C)C2=O)c(OC)c1 (configuration not stated)
  A: 0.5	B: -7	C: -0.1	D: 5

(76) Cc1cc(C)c(NC(=O)CN2CCN(c3nc4ccc([N+](=O)[O-])cc4s3)CC2)c(C)c1
  A: -0.5	B: 7	C: -0.1	D: -5

(77) COc1cc(/C=N/NC(=O)C(=O)NC(C)C)ccc1O
  A: 0.7	B: 14	C: 0.2	D: 9

(78) Cc1ccc(S(=O)(=O)C(CNC(=O)c2ccco2)c2cccs2)cc1 (configuration not stated)
  A: 1.4	B: 95*	C: 1.2	D: -5
